CYP2C9 inhib – blockers of cytochrome P450 2C9 activity – biochemical, luminescence, ADME assay, primary screen; AID 777, 2007; P11712; CYP2C9 Supersomes, luciferin-H conversion; inhibition, % at 5 µM; 96,000 tested, 20% active;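 active = blocking of liver enzyme CYP2C9 beyond about 50% at 5 µM, limit read from the data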; also: values of inactives mirror those of a sister screen read the other way
Target sequence (P11712 whole entry, looked up): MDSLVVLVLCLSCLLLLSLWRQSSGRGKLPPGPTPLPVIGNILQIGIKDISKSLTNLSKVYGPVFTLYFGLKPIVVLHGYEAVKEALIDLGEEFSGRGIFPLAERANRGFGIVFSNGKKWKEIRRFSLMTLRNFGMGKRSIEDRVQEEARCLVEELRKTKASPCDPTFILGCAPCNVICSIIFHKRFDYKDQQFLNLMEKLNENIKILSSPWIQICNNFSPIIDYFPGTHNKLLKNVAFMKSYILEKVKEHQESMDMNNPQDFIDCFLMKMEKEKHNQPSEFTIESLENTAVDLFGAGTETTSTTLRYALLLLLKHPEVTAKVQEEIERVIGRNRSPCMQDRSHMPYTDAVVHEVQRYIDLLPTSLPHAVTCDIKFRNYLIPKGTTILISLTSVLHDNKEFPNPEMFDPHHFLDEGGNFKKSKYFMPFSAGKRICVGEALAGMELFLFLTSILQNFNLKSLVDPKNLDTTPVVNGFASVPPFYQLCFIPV
PTK2B oligo ant – antagonists of Pyk2 self-association, primary screen, Q293 cells, FERM NanoBiT luminescence, HTS; z-score (the deposit names both 25 µM and 10 µM); stronger effect = lower value; 99,000 tested, 0.83% active;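 active = Z-score of -3 or lower, scaled per plate to the spread of control and sample wells; inactive = z-score above -3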;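 also: negative z-score means lost luminescence so less FERM oligomerization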
MT1-MMP txn act – MT1-MMP promoter reporter activation – cell-based, luciferase luminescence, primary screen. HT1080 MT1-MMP promoter luciferase reporter, overnight; stronger effect = higher value. activation factor at 10 µM. 86,000 tested, 0.16% active. AID 750, 2007;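 active = activation factor of at least 2 for MT1-MMP transcription at 10 µM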
CYP2C19 inhib – blockers of cytochrome P450 2C19 activity – biochemical, luminescence, ADME assay, primary screen; P33261; CYP2C19 Supersomes, luciferin-H EGE luminescence, 30 min; inhibition, % at 5 µM; 96,000 tested, 21% active; AID 778, 2007;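 active = CYP2C19 inhibition above a set limit at 5 µM in the primary screen, cut at about 50% in these data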;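 also: plate controls were negative control wells for no effect and 2.5 mM tranylcypromine positive control for full effect; values of inactives mirror those of a sister screen read the other way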
Target sequence (P33261 whole entry, looked up): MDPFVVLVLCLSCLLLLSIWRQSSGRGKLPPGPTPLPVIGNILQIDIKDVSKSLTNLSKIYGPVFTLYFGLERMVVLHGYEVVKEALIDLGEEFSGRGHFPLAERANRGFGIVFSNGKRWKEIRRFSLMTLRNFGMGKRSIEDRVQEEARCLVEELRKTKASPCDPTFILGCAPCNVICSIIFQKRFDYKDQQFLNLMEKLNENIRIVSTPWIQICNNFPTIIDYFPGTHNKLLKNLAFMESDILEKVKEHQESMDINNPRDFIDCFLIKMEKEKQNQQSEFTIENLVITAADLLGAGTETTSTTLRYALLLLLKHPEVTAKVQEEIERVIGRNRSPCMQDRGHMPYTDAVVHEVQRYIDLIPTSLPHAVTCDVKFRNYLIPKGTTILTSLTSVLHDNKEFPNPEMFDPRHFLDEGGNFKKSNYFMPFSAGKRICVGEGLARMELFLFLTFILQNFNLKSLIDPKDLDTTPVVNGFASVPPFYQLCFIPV
Mac1 fbg inh – inhibitors of CD11b/CD18 adhesion to fibrinogen, primary screen, K562 cells, luminescence. inhibition, % at 10 µM. Integrin beta-2 (Homo sapiens) + Integrin alpha-M (Homo sapiens), P05107+P11215. ATPlite luminescence; Mn2+ added to activate the integrin. 93,000 tested, 0.54% active;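 active = primary inhibition of 50% or more at 10 µM, then 40% or more on retest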; also: some results filed as inactive read as strong as hits
CYP2C9 act – human CYP2C9 activators, primary screen, biochemical, luminescence | Cytochrome P450 2C9 (Homo sapiens), P11712 | activation factor at 5 µM | recombinant CYP2C9, luciferin-H conversion; stronger effect = higher value; factor 1 = untreated enzyme, 0 = blocked | 96,000 tested, 1.4% active | AID 1024, 2008;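 active = activation factor of 2 or more for CYP2C9 at a 5 µM dose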;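 also: 0 = sulfaphenazole-blocked wells and 1 = vehicle-only wells; values of inactives mirror those of a sister screen read the other way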
CYP2C19 activ – human CYP2C19 activators, primary screen, biochemical, luminescence; recombinant CYP2C19, luciferin-H EGE luminescence; stronger effect = higher value; 0 = fully inhibited enzyme, 1 = untreated enzyme; Cytochrome P450 2C19 (Homo sapiens), P33261; activation factor at 5 µM; 96,000 tested, under 10 active;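 active = activation factor of at least 2 at 5 µM in the primary screen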;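 also: 0 = wells with 2.5 mM tranylcypromine and 1 = vehicle-only wells; values of inactives mirror those of a sister screen read the other way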
Mac1 fbg enh – enhancers of CD11b/CD18 adhesion to fibrinogen, primary screen, K562 cells, luminescence | Integrin beta-2 (Homo sapiens) + Integrin alpha-M (Homo sapiens), P05107+P11215 | ATPlite luminescence | activation, % at 10 µM | 93,000 tested, 0.07% active;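 active = 10 µM primary screen giving 50% or more activity, confirmed by 40% or more on retest at that dose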; also: strong numbers were not always called active; reference of the scale not given here
PLAP act – PLAP enzyme activators, biochemical, luminescence, HTS; purified PLAP enzyme, luminescent substrate read-out; stronger effect = higher value; activation fold at 20 µM; 96,000 tested, 1.2% active; in the data active = activation fold above about 2
The depositor's hits bear a star.

How did CCOC(=O)CC(=O)CSc1nc(-c2cccnc2)cc(C)c1C#N do in these assays?
CYP2C9 inhib: 81*; PTK2B oligo ant: 0.49; MT1-MMP txn act: 1.1; CYP2C19 inhib: 35; CYP2C9 act: 0.2; CYP2C19 activ: 0.6; PLAP act: 0.9

How did O=C(Cn1c(-c2cscn2)nc2ccccc21)Nc1cc(F)ccc1F do in these assays?
CYP2C9 inhib: 46; PTK2B oligo ant: -1.6; MT1-MMP txn act: 1.4; CYP2C19 inhib: 64*; CYP2C9 act: 0.5; CYP2C19 activ: 0.4; PLAP act: 1

How did Cc1cc(NC(=O)CSc2ccc3nnc(-c4cccnc4)n3n2)no1 do in these assays?
CYP2C9 inhib: 39; MT1-MMP txn act: 1.2; CYP2C19 inhib: 14; Mac1 fbg inh: -22; CYP2C9 act: 0.6; CYP2C19 activ: 0.9; Mac1 fbg enh: 4; PLAP act: 0.9

Results for NS(=O)(=O)c1ccc(CCNC(=O)C2CCCN2C(=O)OCc2ccccc2)cc1 (centres undefined) ?
CYP2C9 inhib: -7; PTK2B oligo ant: 2; MT1-MMP txn act: 1.2; CYP2C19 inhib: 1; CYP2C9 act: 1.1; CYP2C19 activ: 1; PLAP act: 1

How did CCCCCC/C(=N\NS(C)(=O)=O)c1ccccc1 do in these assays?
CYP2C9 inhib: 35; PTK2B oligo ant: -0.12; MT1-MMP txn act: 1.2; CYP2C19 inhib: 17; Mac1 fbg inh: 2; CYP2C9 act: 0.7; CYP2C19 activ: 0.8; Mac1 fbg enh: -1; PLAP act: 1.3

How did Clc1ccc(CN2C3=NCCN3c3ccccc32)cc1Cl do in these assays?
CYP2C9 inhib: -11; PTK2B oligo ant: -0.8; MT1-MMP txn act: 1.2; CYP2C19 inhib: 41; Mac1 fbg inh: 1; CYP2C9 act: 1.1; CYP2C19 activ: 0.6; Mac1 fbg enh: -4; PLAP act: 1.2

Results for C=C(C)CN(CC)CCC(=O)Nc1ccc(OC)cc1OC ?
CYP2C9 inhib: 14; PTK2B oligo ant: 0.55; MT1-MMP txn act: 1.1; CYP2C19 inhib: 42; Mac1 fbg inh: -7; CYP2C9 act: 0.9; CYP2C19 activ: 0.6; Mac1 fbg enh: -3; PLAP act: 1

How did CC1Cc2ccccc2N1C(=O)c1cnc2n(c1=O)CCS2 (centres undefined) do in these assays?
CYP2C9 inhib: -6; MT1-MMP txn act: 1; CYP2C19 inhib: 1; Mac1 fbg inh: -6; CYP2C9 act: 1.1; CYP2C19 activ: 1; Mac1 fbg enh: 0; PLAP act: 1.2

What do the screens show for `COC(=O)c1ccc(Oc2nc(NC(C)C)nc(SC)n2)cc1`?
CYP2C9 inhib: 37; PTK2B oligo ant: 0.16; MT1-MMP txn act: 1.2; CYP2C19 inhib: 28; Mac1 fbg inh: 8; CYP2C9 act: 0.6; CYP2C19 activ: 0.7; Mac1 fbg enh: -4; PLAP act: 1

How did N#Cc1ccc2ccn(CC(=O)NC3CCCCCC3)c2c1 do in these assays?
CYP2C9 inhib: 27; PTK2B oligo ant: -0.35; MT1-MMP txn act: 1.2; CYP2C19 inhib: 58*; Mac1 fbg inh: -14; CYP2C9 act: 0.7; CYP2C19 activ: 0.4; Mac1 fbg enh: -1; PLAP act: 0.8

What do the screens show for `O=C(NCCN1CCCCC1)c1cc(OCC(F)(F)F)ccc1OCC(F)(F)F`?
CYP2C9 inhib: 0; PTK2B oligo ant: 0.7; MT1-MMP txn act: 1.1; CYP2C19 inhib: -1; Mac1 fbg inh: -9; CYP2C9 act: 1; CYP2C19 activ: 1; Mac1 fbg enh: 2; PLAP act: 1.1

How did CCC(Oc1ccc2c(c1)C(=O)CC(C)(C)O2)C(=O)NCCN1CCCCCC1 (centres undefined) do in these assays?
CYP2C9 inhib: 23; PTK2B oligo ant: 0.03; MT1-MMP txn act: 1.1; CYP2C19 inhib: 22; Mac1 fbg inh: -31; CYP2C9 act: 0.8; CYP2C19 activ: 0.8; Mac1 fbg enh: 1; PLAP act: 1.5

Results for CC(C)C(=O)NC(C)C(c1cccs1)N1CCN(C)CC1 (centres undefined) ?
CYP2C9 inhib: 0; PTK2B oligo ant: -0.04; MT1-MMP txn act: 1.1; CYP2C19 inhib: 0; CYP2C9 act: 1; CYP2C19 activ: 1; PLAP act: 1.1

Results for CCC(C(=O)O/N=C(\N)c1ccc(C)cc1)c1ccccc1 (centres undefined) ?
CYP2C9 inhib: 16; PTK2B oligo ant: -0.56; MT1-MMP txn act: 0.8; CYP2C19 inhib: 1; Mac1 fbg inh: 2; CYP2C9 act: 0.8; CYP2C19 activ: 1; Mac1 fbg enh: -3; PLAP act: 0.9

What do the screens show for `N#Cc1c(N)nc(SCC(=O)OCc2ccccc2)c(C#N)c1-c1ccco1`?
CYP2C9 inhib: 21; PTK2B oligo ant: 0.5; MT1-MMP txn act: 1.1; CYP2C19 inhib: 6; Mac1 fbg inh: -13; CYP2C9 act: 0.8; CYP2C19 activ: 0.9; Mac1 fbg enh: -2; PLAP act: 0.8

How did N#CCCn1cc(/C=N/O)c(-c2ccc(Cl)cc2)n1 do in these assays?
CYP2C9 inhib: -5; PTK2B oligo ant: -3.5*; MT1-MMP txn act: 1.1; CYP2C19 inhib: 36; CYP2C9 act: 1; CYP2C19 activ: 0.6; PLAP act: 1.2

How did Cc1cc(C)cc(N(CC(=O)O)S(=O)(=O)c2c(C)noc2C)c1 do in these assays?
CYP2C9 inhib: 2; PTK2B oligo ant: 1.8; MT1-MMP txn act: 1.2; CYP2C19 inhib: -5; Mac1 fbg inh: 4; CYP2C9 act: 1; CYP2C19 activ: 1; Mac1 fbg enh: -6; PLAP act: 1.1

How did COc1nc(N)nc(NC23CC4CC(CC(C4)C2)C3)n1 do in these assays?
CYP2C9 inhib: 43; PTK2B oligo ant: -0.67; MT1-MMP txn act: 1.3; CYP2C19 inhib: 17; CYP2C9 act: 0.6; CYP2C19 activ: 0.8; PLAP act: 0.8

How did CCCCC(=O)Nc1cccc(NC(=O)c2ccc(Br)o2)c1 do in these assays?
CYP2C9 inhib: 93*; PTK2B oligo ant: -0.17; MT1-MMP txn act: 0.9; CYP2C19 inhib: 70*; Mac1 fbg inh: 7; CYP2C9 act: 0.1; CYP2C19 activ: 0.3; Mac1 fbg enh: 3; PLAP act: 0.7

Results for O=C(Cn1c(C(=O)NCCCN2CCOCC2)cc2sccc21)c1ccccc1 ?
CYP2C9 inhib: 18; PTK2B oligo ant: -0.1; MT1-MMP txn act: 1.2; CYP2C19 inhib: 6; Mac1 fbg inh: -10; CYP2C9 act: 0.8; CYP2C19 activ: 0.9; Mac1 fbg enh: -5; PLAP act: 1.4

What do the screens show for `Cc1cc(C(=O)N(C)CC(=O)Nc2ccccc2C(F)(F)F)c(C)o1`?
CYP2C9 inhib: -2; PTK2B oligo ant: 0.93; MT1-MMP txn act: 1; CYP2C19 inhib: 37; Mac1 fbg inh: -3; CYP2C9 act: 1; CYP2C19 activ: 0.6; Mac1 fbg enh: 1; PLAP act: 1.1

Results for Cc1ccc(OCC(=O)N2CCN(C(=O)c3cccs3)CC2)cc1 ?
CYP2C9 inhib: 6; PTK2B oligo ant: -0.05; MT1-MMP txn act: 1.2; CYP2C19 inhib: 18; Mac1 fbg inh: 10; CYP2C9 act: 0.9; CYP2C19 activ: 0.8; Mac1 fbg enh: 2; PLAP act: 1

How did CCOc1cc(CNC(=O)CN2C(=O)c3ccccc3S2(=O)=O)ccc1OC do in these assays?
CYP2C9 inhib: 19; PTK2B oligo ant: -0.03; MT1-MMP txn act: 1.1; CYP2C19 inhib: 6; Mac1 fbg inh: 5; CYP2C9 act: 0.8; CYP2C19 activ: 0.9; Mac1 fbg enh: -2; PLAP act: 1.4

Results for CCC(C)(C)NC(=O)CN(C(=O)CCC(=O)Nc1ccccn1)c1ccc(F)c(Cl)c1 ?
CYP2C9 inhib: 75*; PTK2B oligo ant: -0.38; MT1-MMP txn act: 1.1; CYP2C19 inhib: 85*; Mac1 fbg inh: 3; CYP2C9 act: 0.3; CYP2C19 activ: 0.2; Mac1 fbg enh: 0; PLAP act: 1.8

Results for COc1ccc(F)cc1CN1CCN(c2cc(C)nc3c4c(C)cc(C)nc4nn23)CC1 ?
CYP2C9 inhib: 4; MT1-MMP txn act: 1; CYP2C19 inhib: 7; Mac1 fbg inh: 2; CYP2C9 act: 1; CYP2C19 activ: 0.9; Mac1 fbg enh: 0; PLAP act: 1.9

Results for N#CC(/C(=N/S(=O)(=O)c1cccs1)c1ccccc1)c1nc2ccccc2[nH]1 (centres undefined) ?
CYP2C9 inhib: 95*; PTK2B oligo ant: -1.7; CYP2C19 inhib: 17; Mac1 fbg inh: -26; CYP2C9 act: 0.1; CYP2C19 activ: 0.8; Mac1 fbg enh: -1; PLAP act: 1.7

What do the screens show for `CC1CCN(C(=S)NCCc2ccccc2)CC1`?
CYP2C9 inhib: 39; PTK2B oligo ant: -0.18; CYP2C19 inhib: 73*; Mac1 fbg inh: 9; CYP2C9 act: 0.6; CYP2C19 activ: 0.3; Mac1 fbg enh: -3; PLAP act: 0.7

What do the screens show for `Cn1c(=O)c2c(nc(OCc3cccnc3)n2Cc2ccccc2)n(C)c1=O`?
CYP2C9 inhib: 52*; PTK2B oligo ant: -0.2; MT1-MMP txn act: 0.9; CYP2C19 inhib: 17; CYP2C9 act: 0.5; CYP2C19 activ: 0.8; PLAP act: 1.4

What do the screens show for `CCCn1c(NC(=O)c2ccc(Br)cc2)nc2ccccc21`?
CYP2C9 inhib: 4; PTK2B oligo ant: 0.25; MT1-MMP txn act: 1.1; CYP2C19 inhib: 8; Mac1 fbg inh: 2; CYP2C9 act: 1; CYP2C19 activ: 0.9; Mac1 fbg enh: -4; PLAP act: 0.8

Results for CCN(CC)CCCNC(=O)C1c2ccccc2C(=O)N(C)C1c1ccc(OC)cc1 (centres undefined) ?
CYP2C9 inhib: -2; PTK2B oligo ant: -0.31; MT1-MMP txn act: 1.1; CYP2C19 inhib: -8; Mac1 fbg inh: 2; CYP2C9 act: 1; CYP2C19 activ: 1.1; Mac1 fbg enh: -5; PLAP act: 1.1

Results for Cc1ccc(-n2nnnc2SCC(=O)c2cc(C)n(-c3cc(C)on3)c2C)c(C)c1 ?
CYP2C9 inhib: -22; PTK2B oligo ant: -0.33; MT1-MMP txn act: 1.1; CYP2C19 inhib: 31; Mac1 fbg inh: 84; CYP2C9 act: 1.2; CYP2C19 activ: 0.7; Mac1 fbg enh: 2; PLAP act: 1.2

How did Cc1cc(=O)n(CCO)c(O)c1C#N do in these assays?
CYP2C9 inhib: -18; PTK2B oligo ant: 0.14; MT1-MMP txn act: 1.2; CYP2C19 inhib: -11; Mac1 fbg inh: 26; CYP2C9 act: 1.2; CYP2C19 activ: 1.1; Mac1 fbg enh: 0; PLAP act: 1.1

High-throughput results: PubChem BioAssay, Sanford-Burnham Center for Chemical Genomics
